From PubChem
Pf gamet viab = late stage P. falciparum gametocyte viability inhibitors, primary screen, ATP luminescence, HTS; P. falciparum stage V gametocytes, 24 h; inhibition, % at 10.9 µM; actives 0.065% (n = 150,000);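 active = inhibition above the mean plus 3 SD of compounds within the control limits, set per campaign, cut at about 38% in these data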;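 also: 0% = DMSO wells and 100% = medium only without gametocytes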
Rab2 wt GTP = modulators of GTP binding to Rab2A wildtype, primary screen, biochemical, dog, bead-based flow cytometry, multiplex | GST-Rab2 wt beads, Bodipy-GTP binding | GTP binding activity, % at 10 µM | actives 0.19% (n = 190,000) | AID 760, 2007;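 active = GTP binding activity at least 20 points away from 100%, either lowered or raised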;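 also: 0% = beads with excess unlabeled GTP and 100% = no-compound control corrected for plate trend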
Rab7 wt modul = modulators of GTP binding to Rab7, primary screen, biochemical, wildtype, multiplex bead flow cytometry | Rab7 GTPase wild type (dog), Bodipy-FL-GTP binding | GST-Rab7 beads, fluorescent GTP binding; actives lie on both sides; untreated = 100%, excess cold GTP = 0% | GTP binding activity (percent of control), % at 10 µM | actives 0.055% (n = 190,000);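 active = fluorescent GTP binding to Rab7 beads changed by at least 20 points from the 100% baseline, either direction, mostly lower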;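 also: median green fluorescence of bound Bodipy-FL-GTP per Rab7 bead population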
ABCB1 inh = ABCB1 efflux pump inhibitors, primary screen, cell-based, multiplex, flow cytometry, ABCG2 counter-screen; inhibition, % at 6.6 µM; AID 1326, 2008; actives 0.067% (n = 190,000); ATP-dependent translocase ABCB1 (Homo sapiens), P08183; CCRF-Adr cells, JC-1 efflux; in the data active = inhibition above about 40%;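 also: 0% = vehicle and 100% = reference inhibitor; higher value means more JC-1 retained so stronger ABCB1 efflux block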
Target sequence (P08183 whole entry, looked up): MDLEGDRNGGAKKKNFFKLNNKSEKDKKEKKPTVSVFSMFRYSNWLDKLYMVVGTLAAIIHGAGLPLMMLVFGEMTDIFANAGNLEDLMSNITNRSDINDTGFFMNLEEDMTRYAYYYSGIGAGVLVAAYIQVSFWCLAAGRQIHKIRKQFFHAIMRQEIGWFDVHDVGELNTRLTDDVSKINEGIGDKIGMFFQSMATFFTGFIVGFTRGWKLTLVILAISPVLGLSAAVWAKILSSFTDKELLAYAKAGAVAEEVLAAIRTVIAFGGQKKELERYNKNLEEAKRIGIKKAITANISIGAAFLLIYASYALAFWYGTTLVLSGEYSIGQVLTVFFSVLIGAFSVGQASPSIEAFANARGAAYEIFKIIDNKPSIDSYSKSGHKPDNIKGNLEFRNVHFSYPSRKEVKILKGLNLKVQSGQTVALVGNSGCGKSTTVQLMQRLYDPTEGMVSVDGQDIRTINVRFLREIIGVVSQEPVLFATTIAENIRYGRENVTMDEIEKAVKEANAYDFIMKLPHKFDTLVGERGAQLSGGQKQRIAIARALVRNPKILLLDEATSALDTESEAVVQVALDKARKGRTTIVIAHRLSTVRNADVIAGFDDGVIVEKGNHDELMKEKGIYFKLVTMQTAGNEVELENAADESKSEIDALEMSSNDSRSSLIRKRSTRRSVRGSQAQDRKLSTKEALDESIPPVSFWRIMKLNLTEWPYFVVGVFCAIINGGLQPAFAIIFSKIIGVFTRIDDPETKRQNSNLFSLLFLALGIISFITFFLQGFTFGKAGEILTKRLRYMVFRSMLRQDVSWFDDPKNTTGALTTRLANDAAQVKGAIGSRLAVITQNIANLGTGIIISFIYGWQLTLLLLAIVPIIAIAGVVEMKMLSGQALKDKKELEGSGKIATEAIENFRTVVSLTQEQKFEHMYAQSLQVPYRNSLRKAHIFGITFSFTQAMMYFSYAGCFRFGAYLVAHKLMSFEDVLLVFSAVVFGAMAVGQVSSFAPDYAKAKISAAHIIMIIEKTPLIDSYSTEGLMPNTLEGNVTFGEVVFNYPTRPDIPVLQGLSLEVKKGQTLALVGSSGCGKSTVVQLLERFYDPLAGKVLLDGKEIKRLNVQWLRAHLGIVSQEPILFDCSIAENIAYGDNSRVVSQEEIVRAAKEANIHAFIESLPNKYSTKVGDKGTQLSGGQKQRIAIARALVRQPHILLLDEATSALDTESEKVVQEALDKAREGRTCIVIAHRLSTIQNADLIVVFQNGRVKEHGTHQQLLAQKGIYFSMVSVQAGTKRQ
Rac1 act GTP bind = GTP binding modulators of activated mutant Rac1, primary screen, biochemical, bead-based flow cytometry, multiplex, fluorescent GTP. GST-Rac1 activated beads; actives lie on both sides; 100% means binding = to untreated wells. percent activity (GTP binding), % at 10 µM. actives 0.11% (n = 190,000);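 active = GTP binding at least 20 percentage points away from the 100% baseline, in either direction, so actives lie on both sides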
GSH bead fluor = compound fluorescence on glutathione beads, profiling panel, artefact control, biophysical, 488/530 nm, flow cytometry; AID 1776, 2009; actives 0.25% (n = 190,000); GSH beads flow cytometry, compound fluorescence 488/530 nm; stronger effect = higher value; fluorescence (KMESF) at 10 µM; in the data active = fluorescence above about 89;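 also: glutathione beads carrying GST-tagged Bcl family fusion proteins plus one bare bead set; values are compound well signal with DMSO vehicle wells as background; inactives centre near 16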
Avidin bead fluor = green autofluorescence of compounds with avidin beads – biophysical, 488/530 nm, flow cytometry, artefact control, profiling panel | AID 1775, 2009 | fluorescence (KMESF) at 10 µM | actives 0.38% (n = 220,000) | compound fluorescence 488/530 nm; stronger effect = higher value; in the data active = fluorescence above about 47; also: inactives centre near 10
HRas wt GTP = modulators of GTP binding to HRas wildtype, primary screen, biochemical, bead-based flow cytometry, multiplex; actives 0.14% (n = 190,000); GTP binding activity, % at 10 µM; GST-Ras wt beads, Bodipy-FL-GTP binding; actives lie on both sides; GTPase HRas (Homo sapiens), P01112;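 active = GTP binding activity at least 20% away from the 100% baseline, either lowered as inhibitor or raised as activator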;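 also: 0% = unlabeled GTP competition control and 100% = no-compound control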
Rac1 wt modul = wildtype Rac1 GTP binding modulators, primary screen, biochemical, GST-Rac1 beads, flow cytometry, multiplex; AID 757, 2007; actives 0.27% (n = 190,000); fluorescent GTP binding; actives lie on both sides; 0 = cold GTP competed, 100 = untreated; GTP binding activity (% of control), % at 10 µM; Ras-related C3 botulinum toxin substrate 1 (Homo sapiens), P63000;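 active = GTP binding activity at least 20 points away from the 100% control level, either lower or higher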
Cdc42 wt GTP = modulators of GTP binding to wildtype Cdc42, primary screen, biochemical, multiplex bead flow cytometry, Bodipy-GTP | GST-Cdc42 beads; actives lie on both sides | actives 0.2% (n = 190,000) | percent activity (GTP binding), % at 10 µM | Cell division control protein 42 homolog (Homo sapiens), P60953;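 active = percent activity GTP binding at least 20 points away from the 100% baseline, either down as inhibitor or up as activator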;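 also: median bead fluorescence of bound Bodipy-FL-GTP at 100 nM; 0% = excess unlabeled GTP control and 100% = no compound control; below 100% means less GTP binding so inhibitor and above means activator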
ABCG2 inh = ABCG2 efflux pump inhibitors, primary screen, multiplex with ABCB1, IgMXP3 cells, flow cytometry. actives 0.1% (n = 190,000). inhibition, % at 6.6 µM. Broad substrate specificity ATP-binding cassette transporter ABCG2 (Homo sapiens), Q9UNQ0. JC-1 efflux;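 active = inhibition above 80%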;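 also: 0% = DMSO and 100% = nicardipine control wells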
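test system = two drug-resistant human cell lines, ABCG2 and ABCB1 | amount = 3 million cells/mL final, two lines in 1:1 ratio | reagent = JC-1 transporter substrate | doses = one concentration, 6.6 µM final | incubation = 10 min at 25 °C | signal = flow cytometric JC-1 green MFI at 530 nm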
* hit, by the source's call; x = not tested or not shown.

SMILES | Pf gamet viab | Rab2 wt GTP | Rab7 wt modul | ABCB1 inh | Rac1 act GTP bind | GSH bead fluor | Avidin bead fluor | HRas wt GTP | Rac1 wt modul | Cdc42 wt GTP | ABCG2 inh
CCOc1ccccc1CN1C(=O)c2ccccc2C1C(=O)NC(C)CC (stereo not given) | x | 99 | 101 | 0.3 | 101 | 39 | 7 | 103 | 107 | 104 | -1
Cc1cc(C)nc(NC2=NCC(=O)N2c2ccccc2Br)n1 | x | 96 | 102 | -0.3 | 95 | 14 | 19 | 96 | 98 | 98 | 5
CC(C)(C)CC(=O)Nc1nnc(SCC(=O)NCc2cccs2)s1 | -11 | 97 | 98 | 0.3 | 95 | 11 | 14 | 96 | 96 | 97 | 3
Cn1c(=NC(=O)c2ccc(S(=O)(=O)N3CCCc4ccccc43)cc2)sc2cc(S(C)(=O)=O)ccc21 | -31 | 97 | 103 | 0.4 | 99 | 14 | 3 | 98 | 105 | 100 | -3
CN(Cc1cc([N+](=O)[O-])c2cccnc2c1O)C1CCCCC1 | x | 103 | 103 | 0.5 | 101 | 13 | 12 | 100 | 106 | 101 | 1
CNC(=O)CSc1nnc(-c2cnccn2)n1C | x | 100 | 103 | 0.2 | 97 | 12 | 12 | 96 | 101 | 97 | -2
O=C(CSc1ccccc1)Nc1nccs1 | 6 | 95 | 98 | -0.2 | 97 | 11 | 25 | 96 | 99 | 93 | 0
COCCNC(=O)c1ccc2c(c1)NC(=O)CS2 | x | 102 | 101 | 0.5 | 100 | 8 | 24 | 99 | 101 | 106 | 3
NS(=O)(=O)c1ccc(NC(=S)Nc2ccc(C(=O)N3CCCCC3)cc2)cc1 | -11 | 100 | 104 | 1.0 | 95 | 10 | 3 | 99 | 96 | 97 | 1
CN(C)/C=N/c1c(C#N)cnn1C | x | 97 | 95 | 2.5 | 96 | 10 | 4 | 96 | 95 | 98 | 7
Cc1oc(-c2ccccc2F)nc1CS(=O)(=O)CC(=O)NC1CCCC1 | x | 102 | 98 | -0.1 | 99 | 14 | 6 | 99 | 102 | 104 | -1
CCOC(=O)c1ccc(N2CCN(C(C)=O)CC2)c(NC(=O)c2cccnc2)c1 | 0 | 99 | 97 | 0.7 | 97 | 19 | 6 | 98 | 100 | 99 | 2
c1ccc(-c2nnsc2-c2ncc[nH]2)cc1 | -10 | 98 | 105 | -0.4 | 93 | 14 | 9 | 97 | 95 | 92 | 0
Brc1ccc(-c2noc(CCc3ccccc3)n2)o1 | x | 98 | 101 | 0.3 | 98 | 25 | 5 | 100 | 103 | 98 | 1
CCOC(=O)c1ccc(-c2ccc(C(=O)Nc3cccnc3)o2)cc1 | 3 | 100 | 104 | 0.1 | 98 | 17 | 36 | 99 | 102 | 100 | 0
O=C1C(Cl)=C(NCCCO)C(=O)c2ccccc21 | -26 | 97 | 96 | 0.1 | 99 | 27 | 6 | 99 | 102 | 100 | 1
CC1(C)O[C@H]2OC([C@H](O)CON3C(=O)c4ccccc4C3=O)[C@H](O)[C@H]2O1 (stereo not given in full) | -19 | 99 | 92 | -0.4 | 100 | 16 | 10 | 101 | 101 | 105 | 0
O=C(CNC(=O)Cc1ccccc1)NCC(=O)OCC(=O)c1cccc2ccccc12 | -11 | 100 | 99 | 0.0 | 100 | 16 | 5 | 100 | 102 | 103 | 0
COCCOC(=O)c1c(C)n(C)c2ccc(OC(=O)C3CC3)cc12 | x | 100 | 100 | 0.4 | 99 | 26 | 6 | 99 | 103 | 100 | 2
COc1ccc(NC(=O)c2cc(Br)ccc2Cl)c(OC)c1 | 8 | 100 | 101 | 0.5 | 100 | 8 | 4 | 99 | 101 | 104 | 5
Cc1cc(Br)ccc1NCc1ccccn1 | x | 99 | 100 | 0.3 | 98 | 15 | 19 | 100 | 103 | 99 | 1
O=C(NCc1cccnc1)C(=O)NCC1CCCO1 (stereo not given) | x | 98 | 99 | 0.5 | 96 | 11 | 13 | 97 | 97 | 95 | 1
COc1ccc(NC(=O)CN(C2CCCCC2)S(C)(=O)=O)cc1OC | 11 | 97 | 98 | -0.4 | 96 | 54 | 11 | 98 | 97 | 100 | -1
CCC1=NN(C(=O)C(=O)Nc2ccc(Br)cc2)C(O)(C(F)(F)F)C1 (stereo not given) | 0 | 97 | 101 | 0.8 | 94 | 22 | 5 | 96 | 100 | 96 | 26
Cc1ccc(-c2nc(CN(C)Cc3cccc4cnccc34)c(C)o2)s1 | x | 97 | 102 | 4.7 | 94 | 10 | 3 | 97 | 97 | 96 | 3
Next structures.
SMILES | Pf gamet viab | Rab2 wt GTP | Rab7 wt modul | ABCB1 inh | Rac1 act GTP bind | GSH bead fluor | Avidin bead fluor | HRas wt GTP | Rac1 wt modul | Cdc42 wt GTP | ABCG2 inh
O=C(CSc1nnc(-c2ccncc2)o1)N1CCCCCC1 | -10 | 91 | 103 | 0.8 | 87 | 8 | 10 | 92 | 90 | 88 | 1
N/C(=N\OC(=O)Cc1cccs1)c1ccc(Br)cc1 | 6 | 103 | 104 | -0.1 | 103 | 11 | 6 | 103 | 104 | 101 | 1
CCCn1c(N)c(Sc2ccc(Cl)cc2)c(=O)n(CCC)c1=O | x | 98 | 101 | 0.4 | 96 | 39 | 13 | 101 | 99 | 100 | 21
CCOc1ccc(NC(=O)CCCc2cc(-c3ccc(OCC)cc3)on2)cc1 | 0 | 103 | 98 | 0.1 | 100 | 19 | 26 | 103 | 106 | 104 | 20
CCOc1ccc(NC(=O)CN2CCN(CC(=O)c3ccc(OCC)cc3)CC2)cc1 | -5 | 104 | 104 | 0.8 | 102 | 26 | 17 | 105 | 105 | 102 | 1
COc1ccc(NC(=S)N(CCCN2CCC(C)CC2)Cc2cccs2)cc1Cl | -3 | 99 | 102 | -0.5 | 97 | 8 | 5 | 96 | 97 | 89 | -3
Cc1cc(C)n(-c2nc(-c3ccc(Cl)c(Cl)c3)cs2)n1 | -12 | 104 | 101 | 0.5 | 102 | 17 | 8 | 104 | 106 | 105 | 8
CCn1c(CSc2nc(C)cc(C)n2)nnc1SCC(=O)Nc1nc(-c2ccccc2)cs1 | -15 | 94 | 96 | 1.8 | 95 | 6 | 16 | 96 | 92 | 94 | 12
Cc1ccccc1OCC(=O)NC(=S)Nc1ccc(S(=O)(=O)NC2CCCCC2)cc1 | -11 | 97 | 97 | 0.2 | 95 | 8 | 24 | 98 | 95 | 94 | 3
Cc1ccc(-c2nn(CC(N)=O)c(=O)c3ccccc23)cc1S(=O)(=O)N(C)C | x | 102 | 102 | 0.1 | 99 | 24 | 34 | 100 | 99 | 101 | 0
O=C(CSc1nc2cc(Cl)ccc2s1)Nc1cccc(S(=O)(=O)N2CCOCC2)c1 | -31 | 100 | 99 | -0.1 | 100 | 19 | 14 | 101 | 102 | 101 | -2
CCCCOc1ccc(C(C)NC(=O)CCS(=O)(=O)Cc2ccccc2Cl)cc1 (stereo not given) | 8 | 104 | 101 | 0.1 | 102 | 17 | 15 | 101 | 103 | 102 | 1
CCCCn1c(SCC(=O)NCc2ccco2)nc2ccc(N3CCOCC3)cc2c1=O | 15 | 99 | 99 | 1.6 | 95 | 13 | 31 | 102 | 96 | 97 | 5
O=CN1CCN(C(C(=O)NC2CCCCC2)c2cc3c(cc2[N+](=O)[O-])OCO3)CC1 (stereo not given) | -5 | 101 | 104 | 0.4 | 95 | 10 | 8 | 98 | 99 | 99 | 2
Cc1ccccc1N1C(S)=C(C#N)C(=O)NC1c1cccs1 (stereo not given) | x | 94 | 98 | -0.6 | 91 | 32 | 7 | 94 | 96 | 96 | -1
O=C(Nc1ccc2ccccc2c1)C(c1ccccc1)C1CCCC1 (stereo not given) | -5 | 97 | 98 | 1.1 | 100 | 11 | 6 | 96 | 99 | 98 | 6
COc1ccc(/C=C/C(=O)c2ccc3c4c(cccc24)CC3)cc1 | -4 | 99 | 102 | -0.9 | 99 | 10 | 11 | 102 | 103 | 103 | 2
Cc1cccc(-n2c(O)cnc2Nc2nc(C)cc(C)n2)c1 | 9 | 96 | 95 | 0.4 | 96 | 55 | 8 | 97 | 101 | 97 | 3
Cc1cccc(N2NC(=O)/C(=C/c3ccc(-c4ccc(Cl)c(C(=O)O)c4)o3)C2=O)c1 | -10 | 86 | 89 | -0.3 | 87 | 60 | 15 | 89 | 90 | 89 | -1

Random excerpt: six compounds from above
SMILES | Pf gamet viab | Rab2 wt GTP | Rab7 wt modul | ABCB1 inh | Rac1 act GTP bind | GSH bead fluor | Avidin bead fluor | HRas wt GTP | Rac1 wt modul | Cdc42 wt GTP | ABCG2 inh
CCCn1c(N)c(Sc2ccc(Cl)cc2)c(=O)n(CCC)c1=O | x | 98 | 101 | 0.4 | 96 | 39 | 13 | 101 | 99 | 100 | 21
Cc1cc(C)n(-c2nc(-c3ccc(Cl)c(Cl)c3)cs2)n1 | -12 | 104 | 101 | 0.5 | 102 | 17 | 8 | 104 | 106 | 105 | 8
Cc1ccc(-c2nn(CC(N)=O)c(=O)c3ccccc23)cc1S(=O)(=O)N(C)C | x | 102 | 102 | 0.1 | 99 | 24 | 34 | 100 | 99 | 101 | 0
O=CN1CCN(C(C(=O)NC2CCCCC2)c2cc3c(cc2[N+](=O)[O-])OCO3)CC1 (stereo not given) | -5 | 101 | 104 | 0.4 | 95 | 10 | 8 | 98 | 99 | 99 | 2
CCCCn1c(SCC(=O)NCc2ccco2)nc2ccc(N3CCOCC3)cc2c1=O | 15 | 99 | 99 | 1.6 | 95 | 13 | 31 | 102 | 96 | 97 | 5
O=C(CSc1nc2cc(Cl)ccc2s1)Nc1cccc(S(=O)(=O)N2CCOCC2)c1 | -31 | 100 | 99 | -0.1 | 100 | 19 | 14 | 101 | 102 | 101 | -2
